Mac1 fbg inh – inhibitors of CD11b/CD18 adhesion to fibrinogen, primary screen, K562 cells, luminescence. ATPlite luminescence; Mn2+ added to activate the integrin. inhibition, % at 10 µM. AID 1497, 2009. hit rate 0.54% among 93,000. Integrin beta-2 (Homo sapiens) + Integrin alpha-M (Homo sapiens), P05107+P11215;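 active = primary inhibition of 50% or more at 10 µM, then 40% or more on retest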; note: some results filed as inactive read as strong as hits
PostGolgi ctrl – growth inhibition of yeast control strain, primary screen, counter-screen for post-Golgi transport modulator project; hit rate 5% among 98,000; AID 738, 2007; inhibition, % at 10 µM; efflux-deficient yeast background strain, growth absorbance A615, 16 h
sEH inhibitor – soluble epoxide hydrolase inhibitors, primary screen, biochemical, human sEH | hit rate 0.34% among 91,000 | recombinant human sEH enzymatic activity assay | Bifunctional epoxide hydrolase 2 (Homo sapiens), P34913 | AID 707, 2007 | inhibition, % at 2 µM; in the data active = inhibition above about 80%; note: values of inactives mirror those of a sister screen read the other way; many of its hits are not listed in these tables
Target sequence (P34913 whole entry, looked up): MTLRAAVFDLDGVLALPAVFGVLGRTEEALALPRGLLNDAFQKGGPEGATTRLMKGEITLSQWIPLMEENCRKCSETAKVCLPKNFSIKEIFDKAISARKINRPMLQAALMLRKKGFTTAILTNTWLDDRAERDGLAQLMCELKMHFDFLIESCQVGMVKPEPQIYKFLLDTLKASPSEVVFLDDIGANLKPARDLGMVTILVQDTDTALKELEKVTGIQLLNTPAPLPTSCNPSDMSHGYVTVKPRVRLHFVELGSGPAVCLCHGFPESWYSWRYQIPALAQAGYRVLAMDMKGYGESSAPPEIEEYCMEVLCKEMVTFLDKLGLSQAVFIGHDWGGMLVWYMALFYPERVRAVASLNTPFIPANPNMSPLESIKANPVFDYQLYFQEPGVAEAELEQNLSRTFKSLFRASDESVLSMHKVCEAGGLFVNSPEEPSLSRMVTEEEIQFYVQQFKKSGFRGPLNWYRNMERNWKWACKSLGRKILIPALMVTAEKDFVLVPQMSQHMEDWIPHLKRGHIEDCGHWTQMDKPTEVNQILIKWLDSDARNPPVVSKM
PLAP act – PLAP enzyme activators, biochemical, luminescence, HTS | Alkaline phosphatase, placental type (Homo sapiens), P05187 | purified PLAP enzyme, luminescent substrate read-out; hits give high values | activation fold at 20 µM | hit rate 1.2% among 96,000; in the data active = activation fold above about 2
S1P2 ag – S1P2 receptor agonists, primary screen, cell-based | hit rate 0.46% among 97,000 | S1P2-expressing cell line, agonist reporter read-out | activation, % at 4.5 µM; in the data active = activation above about 16%;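 note: 0% = vehicle low control and 100% = maximal reference agonist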
Target sequence (O95136 whole entry, looked up): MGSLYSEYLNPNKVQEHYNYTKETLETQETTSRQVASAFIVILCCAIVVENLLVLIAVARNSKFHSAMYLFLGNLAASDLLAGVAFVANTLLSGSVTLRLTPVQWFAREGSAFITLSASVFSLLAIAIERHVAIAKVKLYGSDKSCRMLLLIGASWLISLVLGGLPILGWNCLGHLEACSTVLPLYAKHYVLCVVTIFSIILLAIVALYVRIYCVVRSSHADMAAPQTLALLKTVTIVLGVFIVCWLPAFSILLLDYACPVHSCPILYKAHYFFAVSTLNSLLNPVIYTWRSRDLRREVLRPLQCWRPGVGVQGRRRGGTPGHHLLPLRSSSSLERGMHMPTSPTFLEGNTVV
E coli WT exp – growth inhibitors of wild-type E. coli, primary screen, strain BW25113, expanded library, OD600; hit rate 0.15% among 98,000; growth inhibition, % at 100 µM; OD600 absorbance;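 active = growth inhibition above about 50% at one test dose, limit read from the data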;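 note: growth measured after 20 h incubation at 37 °C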
PostGolgi yeast – phenotypic screen on post-Golgi transport, primary screen. hit rate 0.9% among 98,000. post-Golgi transport phenotypic cell assay. inhibition, % at 10 µM;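 note: yeast cells grown in 1536-well plates; yeast grown about 18 h at 30C before absorbance read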
sEH act – soluble epoxide hydrolase activators, primary screen, biochemical, human sEH; Bifunctional epoxide hydrolase 2 (Homo sapiens), P34913; purified human sEH enzymatic activity, activator screen; activation, % at 2 µM; hit rate 0.04% among 91,000; AID 717, 2007; in the data active = activation above about 37%; note: values of inactives mirror those of a sister screen read the other way
S1P2 antag – human S1P2 receptor antagonists, primary screen, cell-based | Sphingosine 1-phosphate receptor 2 (Homo sapiens), O95136 | cell-based S1P2 antagonist assay, inhibition at 5 uM | inhibition, % at 5 µM | hit rate 0.21% among 97,000; in the data active = inhibition above about 45%;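 note: CRE beta-lactamase reporter cells expressing human S1P2 stimulated with S1P; 0% = agonist at EC80 alone and 100% = agonist plus reference antagonist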
* hit, by the source's call; . = not tested or not shown. Cut-off read from the data, not from the text of the source, unless noted: active = inhibition above about 30%; inactive = the rest.

SMILES	PostGolgi ctrl	S1P2 ag	Mac1 fbg inh	PLAP act	S1P2 antag	E coli WT exp	PostGolgi yeast	sEH act	sEH inhibitor
CCOc1ccc(C(=O)NCC2OCCc3ccccc32)cc1 (stereo not drawn)	.	-3	.	.	-22	.	.	-41	41
Cc1cc(C)cc(NC(=O)CSc2nnc(Cc3cccn3C)n2-c2ccc(F)cc2)c1	14	-3	11	1.5	-1	-5	9	-26	26
COc1ccc(NC(=O)c2cc3n(n2)C(C(F)(F)F)CC(c2ccc4c(c2)OCO4)N3)cc1OC (stereo not drawn)	15	-5	.	.	11	-14	-18	.	.
S=c1[nH]ncn1/N=C/c1ccccc1	-7	-1	12	1	-8	-5	7	-10	9
CC(/C=N/NC(=O)c1ccncc1)=C\c1ccc(C(C)C)cc1	35*	-8	-7	1	19	-1	30*	-28	30
Cc1ccccc1CS(=O)(=O)CCC(=O)NCCN1CCN(c2cccc(Cl)c2)CC1	1	-5	15	1.5	16	0	15	.	.
N#CN=C1SCCS1	7	-7	-12	0.7	6	3	9	0	1
O/N=C(\Cc1cscn1)c1ccc(O)cc1O	0	-3	-11	0.9	22	14	-3	-5	6
CCOc1ccccc1-c1nc(-c2cccc(Br)c2)no1	22	-3	-6	0.9	-15	-13	-3	-3	0
COC(=O)c1c(NC(=O)CN2CCC(C(N)=O)CC2)c2c(C)cccc2n1C	1	-12	-11	1	16	2	12	-4	5
OCCN=C1CCCc2c1[nH]c1ccc(Br)cc21	21	-1	.	0.9	9	4	1	-10	13
CCn1c(CCCNC(=O)c2cccs2)nc2ccccc21	15	-9	-47	0.9	-7	0	-1	-11	14
Cc1ccc(SCc2noc(C(=O)NCC3CCCO3)c2C(=O)O)cc1C (stereo not drawn)	22	-6	.	1	5	0	0	-1	6
COc1cccc(C2CC(c3ccc(Cl)cc3)n3nc(N)nc3N2)c1 (stereo not drawn)	7	-3	6	1	20	5	-4	13	-11
CN1C2=C(C#N)C(c3ccccc3)(C(F)(F)F)NC(=O)N2c2ccccc21 (stereo not drawn)	-6	-5	-2	1.1	-37	2	-3	6	-7
C=CCOc1ccccc1/C=c1\sc2nc(=O)c(C)nn2c1=O	.	0	.	.	3	.	.	-3	6
NC1CCCCC1N=Cc1c(O)n(CCc2ccc(F)cc2)c(=O)[nH]c1=O (stereo not drawn)	-1	-4	-13	1.8	-6	1	9	-12	11
CCSc1nnc(-c2ccccc2N)c(=O)[nH]1	-11	-4	-20	0.8	-11	-6	-1	-5	7
CN(C(=O)CSc1nnc(Nc2ccccc2)s1)c1c(N)n(Cc2ccccc2)c(=O)[nH]c1=O	6	-4	7	2.1*	16	-10	-5	-9	7
c1cncc(-c2noc(C34CC5CC(CC(C5)C3)C4)n2)c1	19	-1	12	1.4	8	13	-7	-3	3

3 entries picked at random from the list so far, as already listed:
SMILES	PostGolgi ctrl	S1P2 ag	Mac1 fbg inh	PLAP act	S1P2 antag	E coli WT exp	PostGolgi yeast	sEH act	sEH inhibitor
c1cncc(-c2noc(C34CC5CC(CC(C5)C3)C4)n2)c1	19	-1	12	1.4	8	13	-7	-3	3
CC(/C=N/NC(=O)c1ccncc1)=C\c1ccc(C(C)C)cc1	35*	-8	-7	1	19	-1	30*	-28	30
CN(C(=O)CSc1nnc(Nc2ccccc2)s1)c1c(N)n(Cc2ccccc2)c(=O)[nH]c1=O	6	-4	7	2.1*	16	-10	-5	-9	7

Returning to the listing with the five entries that preceded the break.
SMILES	PostGolgi ctrl	S1P2 ag	Mac1 fbg inh	PLAP act	S1P2 antag	E coli WT exp	PostGolgi yeast	sEH act	sEH inhibitor
C=CCOc1ccccc1/C=c1\sc2nc(=O)c(C)nn2c1=O	.	0	.	.	3	.	.	-3	6
NC1CCCCC1N=Cc1c(O)n(CCc2ccc(F)cc2)c(=O)[nH]c1=O (stereo not drawn)	-1	-4	-13	1.8	-6	1	9	-12	11
CCSc1nnc(-c2ccccc2N)c(=O)[nH]1	-11	-4	-20	0.8	-11	-6	-1	-5	7
CN(C(=O)CSc1nnc(Nc2ccccc2)s1)c1c(N)n(Cc2ccccc2)c(=O)[nH]c1=O	6	-4	7	2.1*	16	-10	-5	-9	7
c1cncc(-c2noc(C34CC5CC(CC(C5)C3)C4)n2)c1	19	-1	12	1.4	8	13	-7	-3	3
N#C/C(=C\c1ccccc1)C(=O)NC(=O)Oc1ccccc1	-3	-3	-24	0.9	2	9	4	-10	8
Cc1cc(C(=O)c2cnc(/N=C/N(C)C)s2)cc(C)c1O	2	-5	.	0.7	8	3	-2	1	0
Cc1ccc(SCc2nc(-c3ccccc3)no2)cc1	8	-3	17	0.8	-15	-4	1	0	3
COc1ccc(-c2nnc(N(C)C(=O)c3ccno3)s2)cc1	.	-3	.	.	-18	.	.	-1	4
COc1ccc(S(=O)(=O)Cc2ccc(C(=O)NCc3ccccn3)o2)cc1	12	-1	3	1	6	7	-3	.	.
O=C(NCCO)c1nc2ccccc2s1	.	-3	.	.	5	.	.	-6	7
Cc1cc(SCC(=O)N/N=C/c2ccc(O)c(O)c2)c(C)cc1Br	0	-8	32	1.4	22	-1	-1	-37	37
CCn1cc2c(c1-c1cccc(C)c1)c(=O)n(C)c(=O)n2C	19	.	-8	1.1	.	-11	-4	.	.
C=CCNC(=O)C12CC3CC(C1)CC(C(=O)NCC=C)(C3)C2	3	-4	.	.	-3	-15	1	2	1
COc1ccc(OC)c2[nH]c(=O)c(CCNS(=O)(=O)c3ccccc3)cc12	2	-4	.	1.4	-11	-1	20	-2	4
CC(=O)Nc1cccc(NC(=O)c2oc3ccccc3c2C)c1	10	.	-8	1.6	.	11	11	.	.
COC(=O)C1C2C=CC3(CN(Cc4ccco4)C(=O)C13)O2 (stereo not drawn)	7	-7	-5	1.6	4	-2	0	-1	1
CC1CCN(CCCNC(=O)c2cc3c(=O)n(C)c4ccccc4c3n2C)CC1	6	-7	-3	1.6	-23	4	-5	.	.
Cc1ccc(N(C(C)C(=O)Nc2ccc3c(c2)OCO3)S(C)(=O)=O)cc1 (stereo not drawn)	7	-3	2	1.1	6	-4	11	5	-4
CCc1nnc2sc(-c3cc(-c4ccccc4)nc4ccccc34)nn12	34*	-1	-25	1	-14	-6	16	0	0
O=C(Nc1ccc(N2CCOCC2)c(F)c1)c1ccncc1	16	-2	-6	1.1	19	-6	-2	2	-4
CC1CN(C(=O)N(C)C)CCN1C(=O)N(C)C (stereo not drawn)	14	.	5	0.9	.	-8	6	.	.
CCCCNC(=O)CS(=O)Cc1nc(-c2cccc(C)c2)oc1C (stereo not drawn)	-2	-8	-1	1.1	10	5	-4	-6	5
CCN(CC)CCN1C(=O)C(=O)/C(=C(/O)c2c(C)[nH]c(C(=O)OC)c2C)C1c1ccccc1 (stereo not drawn)	2	-4	-11	1.1	10	-2	17	12	-14
CCOC(=O)C1CCN(C2CC(=O)N(c3ccc(OCC)cc3)C2=O)CC1 (stereo not drawn)	-5	-1	.	.	11	3	-4	12	-14

The list goes on:
SMILES	PostGolgi ctrl	S1P2 ag	Mac1 fbg inh	PLAP act	S1P2 antag	E coli WT exp	PostGolgi yeast	sEH act	sEH inhibitor
Cc1cc(C(=O)NCc2ccccc2)no1	7	-3	.	1.1	13	5	4	-5	4
Cc1ccc2c(CC(=O)OC3CCOC3=O)coc2c1 (stereo not drawn)	-3	-4	-19	1.1	-1	-3	17	.	.
CCOc1ccc(CNC(=O)C2CCN(S(=O)(=O)N3CCCC3)CC2)cc1OC	2	-11	.	1.1	-18	8	18	-32	33
O=C(CSc1nccn1-c1ccccc1)c1ccc(Br)cc1	-1	-4	.	0.9	8	2	14	20	-23
CC#CCCCC(=O)Nc1cc(OC)nc(OC)n1	-1	-9	.	0.9	-9	1	5	-8	7
Cc1ccc(-c2nc(CSCC(=O)NCCCN3CCOCC3)c(C)o2)cc1	2	-9	-4	1.3	15	-1	7	10	-9
c1ccc(-n2nnnc2SCc2cn3cccnc3n2)cc1	8	-3	-42	1	-2	7	3	10	-12
COc1cc(CNCc2cccs2)cc(Br)c1OC	-5	-9	16	1	6	5	-3	13	-11
O=C(CN(C(=O)c1ccc(Cl)cc1Cl)N1C(=O)C2C3C=CC(C3)C2C1=O)c1ccc(F)cc1 (stereo not drawn)	.	-9	.	.	2	.	.	-4	5
CCN(CC(=O)Nc1ccc2c(c1)OCCO2)c1ccc(S(=O)(=O)N2CCOCC2)cn1	-2	-9	1	1.2	14	3	-7	-4	3
Cc1ccc(C(=O)COc2ccccc2C(=O)Nc2ccccc2)cc1	10	-5	.	0.8	-1	-9	0	0	3
COc1cc(N)ccc1Cc1ccc(N)cc1OC	-3	-5	-4	0.8	12	3	-3	-5	6
Cc1ccc(NC(=S)NNC(=O)C2CC2c2ccc(C)cc2)cc1 (stereo not drawn)	.	-5	.	.	-12	.	.	1	4
O=C1CN(C(=O)COC(=O)c2ccccc2NC(=O)c2ccco2)c2ccccc2N1	-7	0	29	0.9	-18	-11	0	-4	3
O=C(CSc1nnc(-c2ccccn2)n1Cc1ccco1)c1ccc(Cl)cc1	20	-4	-10	1.6	-3	-2	9	-10	11
COc1ccc(-c2cc(C(=O)Nc3cc(C)n(Cc4ccc(Cl)cc4)n3)no2)cc1OC	4	1	12	1.1	10	-7	-2	0	0
CC(=O)c1cccc(NC(=O)N2CCCC2C(=O)NCCc2ccccc2)c1 (stereo not drawn)	17	-5	-4	0.8	-19	3	20	5	-3
O=C(CSC1=NC(=O)C(Cc2ccccc2)C(=O)N1)NC1CCCCC1 (stereo not drawn)	-3	-8	0	0.9	11	0	-4	-3	6
CCOC(=O)c1cnc(SCC(=O)Nc2sc(C)c(C)c2C#N)nc1N	2	-2	-2	1	18	-5	-5	-6	5
Cc1c(NC(=O)C(C)OC(=O)CNC(=O)c2ccccc2)c(=O)n(-c2ccccc2)n1C (stereo not drawn)	1	0	-11	0.9	-4	-9	1	4	-2
CCOC(=O)N1CCN(C(=O)c2ccc(CS(=O)(=O)c3ccc(OC)cc3)o2)CC1	-1	.	-4	1.2	.	2	-2	.	.
CCOC(=O)C1CCN(c2c(N3CCN(c4ccccc4OC)CC3)c(=O)c2=O)CC1	-1	.	2	1.3	.	-1	2	.	.

Single records, as listed above.
Cc1c(NC(=O)C(C)OC(=O)CNC(=O)c2ccccc2)c(=O)n(-c2ccccc2)n1C (stereo not drawn) is listed with PostGolgi ctrl = 1; S1P2 ag = 0; Mac1 fbg inh = -11; PLAP act = 0.9; S1P2 antag = -4; E coli WT exp = -9; PostGolgi yeast = 1; sEH act = 4; sEH inhibitor = -2
CCOC(=O)N1CCN(C(=O)c2ccc(CS(=O)(=O)c3ccc(OC)cc3)o2)CC1 is listed with PostGolgi ctrl = -1; S1P2 ag = .; Mac1 fbg inh = -4; PLAP act = 1.2; S1P2 antag = .; E coli WT exp = 2; PostGolgi yeast = -2; sEH act = .; sEH inhibitor = .

Compound activity from PubChem.
